GLS inhibitor – glutaminase GLS (human) inhibition. O94925. GLS enzymatic activity, qHTS titration. Potency, µM (series often up to 45.5 µM), for inactives: at the top dose activity change, negative = inhibition, hits mostly inhibitors. 410,000 tested, 0.21% active. AID 624170; further: on the % scale 0 is the no-effect control and ±100 the full control effect
Target sequence (O94925 whole entry, looked up): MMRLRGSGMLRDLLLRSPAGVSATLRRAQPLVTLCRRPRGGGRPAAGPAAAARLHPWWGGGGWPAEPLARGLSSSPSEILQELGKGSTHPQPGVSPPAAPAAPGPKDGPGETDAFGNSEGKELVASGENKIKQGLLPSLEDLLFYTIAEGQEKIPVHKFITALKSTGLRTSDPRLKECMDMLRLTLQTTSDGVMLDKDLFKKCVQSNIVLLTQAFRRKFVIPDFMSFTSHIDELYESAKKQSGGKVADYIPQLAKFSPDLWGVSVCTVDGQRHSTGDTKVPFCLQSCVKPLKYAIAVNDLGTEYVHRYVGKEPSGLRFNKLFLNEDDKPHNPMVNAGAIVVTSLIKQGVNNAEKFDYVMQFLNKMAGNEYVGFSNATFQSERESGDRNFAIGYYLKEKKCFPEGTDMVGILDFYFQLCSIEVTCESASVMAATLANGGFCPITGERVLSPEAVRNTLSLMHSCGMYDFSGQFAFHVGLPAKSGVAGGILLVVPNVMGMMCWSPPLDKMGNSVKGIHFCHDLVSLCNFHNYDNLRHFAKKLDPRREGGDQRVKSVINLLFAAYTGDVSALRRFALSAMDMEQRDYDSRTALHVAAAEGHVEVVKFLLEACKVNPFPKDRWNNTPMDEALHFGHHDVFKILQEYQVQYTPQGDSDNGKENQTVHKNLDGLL
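hKGA in 45 mM KH2PO4 (pH 8.2), 0.02% Tween-20 with compound, then 1mM L-Glutamine (stock as added) plus glutamate oxidase/HRP/Amplex red coupling mix. Fluorescence read initially and after 30 min at RT; signal change reflects glutamate formation.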
JMJD2A Tudor inh – JMJD2A Tudor domain (human) inhibition; AID 504339; Potency, µM (top dose mostly 114 µM), for inactives: at the top dose activity change, negative = inhibition, usual class: inhibitors; O75164; AlphaScreen JMJD2A-Tudor / H3K4me3 peptide binding; 390,000 tested, 4.4% active; further: on the % scale 0 is the no-effect control and ±100 the full control effect; nearly all actives have a fitted effect of over 50% in size
HP1b binding inh – blocks HP1-beta chromodomain binding to methylated histone tails; AlphaScreen HP1-beta / biotin-H3K9me3 peptide binding; Potency, µM (doses to about 114 µM), for the others: top-dose activity change, negative = inhibition, hits mostly inhibitors; 390,000 tested, 0.56% active; AID 540317; further: nearly all actives have a fitted effect of over 70% in size; inactives centre near 23
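HP1-beta protein (50 nM final) preincubated 30 min at room temperature with biotinylated H3(1-18)K9me3 peptide (50 nM) in PBS pH 7.4, 0.01% Tween-20, then compound added for 30 min. AlphaScreen streptavidin donor/nickel chelate acceptor beads (10 ug/mL final), 30 min dark, luminescence read.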
G9a block – G9a (human) methyltransferase inhibition. Potency, µM (doses to about 102 µM), for the others: at the highest dose activity, negative = inhibition, usual class: inhibitors. AID 504332. G9a H3K9 monomethylation, AlphaScreen, 2 h. Q96KQ7. 350,000 tested, 8.8% active; further: on the % scale 0 is the no-effect control and ±100 the full control effect; nearly all actives have a fitted effect of over 75% in size
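Quantitative HTS format: methyltransferase activity on a biotin-tagged H3K9 peptide is measured by AlphaScreen, using a rabbit anti-monomethyl-H3K9 antibody with streptavidin donor and anti-IgG acceptor beads. Final levels are 20 nM enzyme, 500 nM peptide, 20 uM SAM; 2 h RT.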
PGK inhibitor – T. brucei PGK inhibition. Potency, µM (top dose mostly 57.5 µM), for inactives: at the top dose activity change, negative = inhibition, most hits filed as inhibitors. 380,000 tested, 0.043% active. P07378. AID 602233. PGK/GAPDH coupled, Kinase-Glo luminescence, 60 min; further: on the % scale 0 is the no-effect control and ±100 the full control effect; nearly all actives have a fitted effect of over 60% in size
Target sequence (P07378 whole entry, looked up): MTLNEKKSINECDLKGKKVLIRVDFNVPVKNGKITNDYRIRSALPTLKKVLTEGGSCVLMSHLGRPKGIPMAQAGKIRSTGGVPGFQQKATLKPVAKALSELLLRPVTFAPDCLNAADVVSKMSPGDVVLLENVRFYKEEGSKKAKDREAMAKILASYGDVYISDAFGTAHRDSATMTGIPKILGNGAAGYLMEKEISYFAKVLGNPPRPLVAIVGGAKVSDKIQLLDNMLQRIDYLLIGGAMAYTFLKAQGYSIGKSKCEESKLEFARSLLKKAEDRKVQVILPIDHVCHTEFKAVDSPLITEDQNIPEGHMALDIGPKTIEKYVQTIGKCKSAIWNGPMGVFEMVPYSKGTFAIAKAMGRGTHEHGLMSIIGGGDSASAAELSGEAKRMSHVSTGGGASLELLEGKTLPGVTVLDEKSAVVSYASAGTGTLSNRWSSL
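Recombinant glycosomal PGK reaction used 1,3-bisphosphoglycerate generated in-well by GAPDH (100nM final) in 100mM TEA pH 7.6, 5mM MgCl2, 0.01% Tween-20. After 60 minutes at room temperature, ATP was read by Kinase-Glo Plus luminescence end-point.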
BAZ2B inh – blocks human BAZ2B; AlphaScreen BAZ2B-H3K14Ac peptide displacement; Potency, µM (doses to about 114 µM), without a hit: at the highest dose activity change, negative = inhibition, most hits filed as inhibitors; 360,000 tested, 4.4% active; AID 504333; further: on the % scale 0 is the no-effect control and ±100 the full control effect; nearly all actives have a fitted effect of over 60% in size
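AlphaScreen displacement: compounds (up to 110uM) incubated 30 min at room temperature with a preformed 50 nM BAZ2B/50 nM biotinylated H3K14Ac peptide complex in PBS pH 7.4 with Tween-20. Donor and acceptor beads at 10 ug/mL final added, 20 min light-protected before reading.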
Pol iota inh – DNA polymerase iota (human) inhibition. Q9UNA4. Pol iota fluorescent replication assay, 10 min. Potency, µM (titrated, usually from 115 µM), inactives show at the highest dose activity, negative = inhibition, usual class: inhibitors. 390,000 tested, 1% active. AID 588590
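Pol iota at 10 nM preincubated 15 min with compounds at room temperature; reaction started with fluorescent substrate, 50 nM final. Fluorescence read kinetically at 0 and 10 min; buffer-only wells as negative control.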
BLM inh – blocks DNA unwinding by human BLM helicase. P54132. recombinant BLM DNA unwinding, fluorescence dequenching. Potency, µM (titrated, usually from 56.1 µM), for inactives: at the highest dose activity change, negative = inhibition, usual class: inhibitors. 350,000 tested, 0.2% active;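 further: plate controls were vehicle for no effect and no enzyme for full effect; nearly all actives have a fitted effect of over 35% in size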
Pin1 inhibitor – human Pin1 inhibition; AID 504891; Pin1 FP peptide displacement, HiFluor488, 10 min; Q13526; Potency, µM (titrated, usually from 115 µM), for inactives: at the top dose activity, negative = inhibition, hits mostly inhibitors; 390,000 tested, 0.009% active; active means well fitted inhibition curve with a large enough effect in the polarisation, with a control signal flat, not every such curve was filed as active; inconclusive means small, poorly fitted or top-dose-only effect, or effect the other way, or a change in a side signal; inactive means no such curve, though single readings can be large or run the other way; the % refers to the polarisation; further: on the % scale 0 is the no-effect control and ±100 the full control effect
* marks the source's active call; other numbers are inactive results; i = inactive; u = inconclusive; x = not tested or not shown; & = joins results of further samples; [ ] = another dose, or the depositor's remark. Unless noted, the call rests on the fitted dose curve; in most records, active means well fitted curve in the direction sought with a large enough effect; inconclusive means small, poorly fitted or top-dose-only effect, or another doubt; inactive means no such curve, though single readings can be large; an effect the other way counts as inactive or inconclusive. Potency means the concentration at half of the fitted maximal effect.

Screens in order – GLS inhibitor, JMJD2A Tudor inh, HP1b binding inh, G9a block, PGK inhibitor, BAZ2B inh, Pol iota inh, BLM inh, Pin1 inhibitor
Cc1ccc2[nH]cc(C(=O)CCl)c2c1
  0%, u, 4%, u, i, -25%, 60%[activator], -2%, 1%
CCCS(=O)(=O)N1CC(=O)N(c2cccc(F)c2)C(C)(C(=O)NC2CCCCCC2)C1 (stereo not given)
  -11%, -6%, 36%, 7%[59 µM], -8%, 2%, 19%, 0%, 1%
CC(=O)N(C)N(C)c1cc(C)nc(N)n1
  -11%, 1%, 6%, 0%[12.7 µM], -4%, -1%, 96%[activator], -1%, -7%
COC(=O)c1nnn(CC(=O)Nc2cccc(OC)c2)c1C(=O)OC
  2%, -8%, 13%, u, 0%, -4%, 7%, 3%, -9%
CCc1cc(=O)oc2cc(OCC(=O)OC)c(Cl)cc12
  -1%, -19%, 34%, 14%[12.7 µM], i, -5%, 2%, 0%, -7%
COc1ccc(OC)c(NC(=O)Nc2ccc3[nH]ccc3c2)c1
  9%, -17%, 11%, x, i, x, 23%, x, -4%
CCCCN(CC)C(=O)c1cc2c(=O)n3ccccc3nc2n1C
  2%, -22%, 1%, -7%[59 µM], -3%, -4%, -25%, 1%, 2%
CCCCn1c(N)c(N(CC(C)C)C(=O)CN(C)S(=O)(=O)c2ccc(NC(C)=O)cc2)c(=O)[nH]c1=O
  1%, 0%, 34%, -19%, -2%, 6%, 26%, x, 0%
O=C(CCCOc1ccccc1)N1CCN(S(=O)(=O)c2cccc(F)c2)CC1
  3%, -9%, 2%, -4%, -3%, 8%, 14%, x, -1%
COc1ccc(-n2cc(C(=O)NCc3ccccc3Cl)c3ccccc3c2=O)cc1
  -4%, -7%, 45%[activator], -1%[59 µM], i, 5%, 0%, -1%, 1%
Cc1cccc(C)c1NC(=O)C(c1ccc(Cl)cc1Cl)N1CCCCC1 (stereo not given)
  6%, -4%, 25%, -18%[12.7 µM], -5%, -11%, -7%, -7%, 6%
COc1ccc(Cl)cc1N1C(=O)CC(Sc2ccccc2N)C1=O (stereo not given)
  -2%, -5%, 10%, 20%, 2%, -13%, 117%[activator], 0%, 1%
O=C(CN1CCCCCC1)Nc1cccc2c1OCO2
  19%, 1%, 27%, 3%, -8%, 12%, -12%, 2%, 2%
O=S(=O)(NCCC1CC1(Cl)Cl)c1ccccc1 (stereo not given)
  2%, 2%, 30%, 10%[59 µM], -7%, -1%, 7%, -10%, 1%
Cc1ccc(-c2n[nH]c(=S)n2/N=C/c2cccs2)cc1
  -17%, 28µM*, 1%, 1µM*, -7%, -3%, 21%, -2%, 8%
Cc1ccc(Cl)cc1N1CCN(C(=O)c2cnc3c(-c4ccc(F)cc4)c(C)nn3c2C)CC1
  1%, -1%, 36%, 8%[59 µM], 9%, -6%, 3%, -7%, 1%
COc1ccc(S(=O)(=O)N2CCCc3ccccc32)cc1OC
  2%, -11%[11.4 µM], 64%[activator], 8%, -3%, -14%, 2%, -2%, 5%
O=C(CN(Cc1cccs1)C(=O)CNS(=O)(=O)c1ccccc1)NCc1ccco1
  -3%, -13%, 34%, 21%[12.7 µM], i, 8%, 12%, 0%, -3%
COCCn1c(SCC#N)nnc1-c1ccc(OC)cc1
  16%, -8%, 19%, 10%[59 µM], -9%, 0%, 18%, 2%, -2%
Cc1ccc(N2C(=O)C3CC(c4ccccc4)=C4C5C=CC(C6C(=O)N(c7ccc(C)cc7C)C(=O)C56)C4C3C2=O)c(C)c1 (stereo not given)
  -1%, -25%, 41%[activator], -2%[12.7 µM], 6%, -8%, -3%, -10%, -3%
COc1ccccc1CNC(=O)/C=C/c1ccc(S(=O)(=O)N2CCOCC2)cc1
  5%, -22%, 1%, 5%, -1%, -15%, 128%[activator], -3%, -9%
Cc1ccc(NC(=O)C2CCN(c3nc4ccccc4nc3C(F)(F)F)CC2)cc1C
  -15%, -16%, -7%, 12%[59 µM], -5%, 5%, 14%, -3%, -1%
CC(OC(=O)Cc1ccc(F)cc1)C(=O)NCc1ccc2c(c1)OCO2 (stereo not given)
  3%, -1%, 27%, 6%[0.501 µM], i, 1%, 65%[activator], x, -6%
Cc1c(Cl)cccc1N1C(=O)CC(NNC(=O)c2cccnc2)C1=O (stereo not given)
  0%, -20%, 33%, 23%[59 µM], i, -3%, 3%, -4%, 4%
CCOc1ccc(Cc2noc3c2C(=O)CC(C)(C)C3)cc1OCC
  -9%, -7%, 60%[activator], 36%, -8%, 30%[activator], 78%[activator], -3%, -5%
CCCC[C@@H]1CCCO[C@@](C(=O)NCc2ccccn2)(C(F)(F)F)C1
  -2%, -23%&-11%, 5%&40%, x, -4%, x, u, -3%, u
CC(c1ccncn1)N(C)Cc1nc(-c2ccc(C(F)(F)F)cc2)no1 (stereo not given)
  -8%, 5%, 40%[activator], 15%, -4%, 39%[activator], 25%, -9%, 4%
O=C(NCC1CCCO1)C(c1ccc(F)cc1)N(CCCN1CCOCC1)C(=O)c1ccc(-c2ccccc2)[nH]1 (stereo not given)
  0%, -17%, 32%, u, -2%, -27%, 19%, -1%, -2%
COCCNC(=O)/C(C#N)=C/c1ccccc1Br
  -5%, 18µM*, -3%, 4%, 5%, -13%, 62%[activator], -2%, -4%
COc1ccc(-c2cc(-c3ccc(Br)cc3)nc3ncnn23)cc1OC
  3%, -1%, 43%[activator], -10%, -6%, 10%, 3%, -3%, 3%

Compounds shown so far that contain a CF3 group (3):
Screens in order – GLS inhibitor, JMJD2A Tudor inh, HP1b binding inh, G9a block, PGK inhibitor, BAZ2B inh, Pol iota inh, BLM inh, Pin1 inhibitor
Cc1ccc(NC(=O)C2CCN(c3nc4ccccc4nc3C(F)(F)F)CC2)cc1C
  -15%, -16%, -7%, 12%[59 µM], -5%, 5%, 14%, -3%, -1%
CCCC[C@@H]1CCCO[C@@](C(=O)NCc2ccccn2)(C(F)(F)F)C1
  -2%, -23%&-11%, 5%&40%, x, -4%, x, u, -3%, u
CC(c1ccncn1)N(C)Cc1nc(-c2ccc(C(F)(F)F)cc2)no1 (stereo not given)
  -8%, 5%, 40%[activator], 15%, -4%, 39%[activator], 25%, -9%, 4%

(next part)
Screens in order – GLS inhibitor, JMJD2A Tudor inh, HP1b binding inh, G9a block, PGK inhibitor, BAZ2B inh, Pol iota inh, BLM inh, Pin1 inhibitor
Cn1c(=O)c2c(ncn2CC(=O)N/N=C/c2ccc(Br)s2)n(C)c1=O
  1%, -5%, 17%, 9%, -2%, 14%, 11%, 4%, -2%
COc1ccc(NC(=O)COc2ccccc2)c(OC)c1
  -1%, 5%, 88%[activator], 8%[12.7 µM], -8%, -2%, -7%, 0%, 1%
CC(C)C[C@H](NC(=O)C1CCC(CNC(=O)[C@@H]2CCCN2C(=O)OC(C)(C)C)CC1)C(=O)O (stereo not given in full)
  4%, 2%, 71%[activator], 11%, 6%, 4%, -2%, -4%, 3%
CCC(=O)Nc1sc(C(=O)Nc2ccccc2)c(C)c1C(=O)OC
  -6%, -28%, 28%, x, x, -18%, 3%, -2%, -3%
COC(=O)C1CN(C(=O)C(C)Oc2ccc(F)cc2)c2ccccc2O1 (stereo not given)
  0%, -17%, 23%, 46%[activator], -6%, 2%, 34%[activator], -7%, -3%
CC(C)c1ccc(N(C(=O)c2snc(C(N)=O)c2N)C(C(=O)NC2CCCC2)c2ccncc2)cc1 (stereo not given)
  -1%, -6%, 7%, u, i, -21%, -2%, -6%, -1%
CC(C)(C)c1ccc(NC(=O)COC(=O)CCc2nc3ccccc3c(=O)[nH]2)cc1
  -1%, 1%, 22%, u, -8%, -29%, -20%, -2%, 4%
O=C(CSc1nc(C2CC2)nc2ccccc12)Nc1ccc2c(c1)OCCO2
  -6%, -5%, 26%, 7%[59 µM], -2%, 1%, -11%, -9%, 4%
CC(C)CCNC(=O)C(=O)Nc1c2c(nn1-c1ccccc1)CS(=O)(=O)C2
  -3%, -14%, 8%, -25%[59 µM], -4%, -39%, -15%, -2%, -1%
Cc1noc(C)c1S(=O)(=O)N(CC(=O)NCc1ccc(F)cc1)c1ccc(C(C)C)cc1
  -5%, 1%, 38%, 27%, 1%, -3%, -13%, 1%, -12%
Cc1ccc(CNC(=O)CCS(=O)(=O)c2ccc(Br)s2)cc1
  1%, 9%[57.1 µM], -4%, -4%[12.7 µM], -10%, -39%, u, 3%, 5%
COCc1cc(=O)n2[nH]cc(-c3ccsc3)c2n1
  -2%, u, 19%, 15%, -1%, 9%, 123%[activator], -1%, -3%

Single values from the results shown.
HP1b binding inh with `Cc1ccc(CNC(=O)CCS(=O)(=O)c2ccc(Br)s2)cc1` = -4%
BLM inh with `CCC(=O)Nc1sc(C(=O)Nc2ccccc2)c(C)c1C(=O)OC` = -2%
BAZ2B inh with `COC(=O)C1CN(C(=O)C(C)Oc2ccc(F)cc2)c2ccccc2O1` (stereo not given) = 2%
JMJD2A Tudor inh with `CC(C)CCNC(=O)C(=O)Nc1c2c(nn1-c1ccccc1)CS(=O)(=O)C2` = -14%

An excerpt from above in order of heavy-atom count, descending:
Screens in order – GLS inhibitor, JMJD2A Tudor inh, HP1b binding inh, G9a block, PGK inhibitor, BAZ2B inh, Pol iota inh, BLM inh, Pin1 inhibitor
Cc1ccc(NC(=O)C2CCN(c3nc4ccccc4nc3C(F)(F)F)CC2)cc1C
  -15%, -16%, -7%, 12%[59 µM], -5%, 5%, 14%, -3%, -1%
Cc1c(Cl)cccc1N1C(=O)CC(NNC(=O)c2cccnc2)C1=O (stereo not given)
  0%, -20%, 33%, 23%[59 µM], i, -3%, 3%, -4%, 4%
CCc1cc(=O)oc2cc(OCC(=O)OC)c(Cl)cc12
  -1%, -19%, 34%, 14%[12.7 µM], i, -5%, 2%, 0%, -7%

Screening data from PubChem.

These rows are one share of the data. The share of hits here may be higher or lower than overall.
